# Source: PubChem (Broad Institute)
# NSD2 HMT inh: NSD2 histone methyltransferase inhibitors, primary screen, biochemical, AlphaScreen, single concentration, set 2; Histone-lysine N-methyltransferase NSD2 (Homo sapiens), O96028; NSD2 peptide methylation, 120 min; inhibition, % at 12.5 µM; 0.54% of 310,000 active; AID 743445, 2014; in the data active = inhibition above about 50%
# * marks the source's active call; other numbers are inactive results. These rows are one share of the data; count on the stated rates, not on these rows.
cpd	smiles	NSD2 HMT inh
1	COc1ccc(-c2cnc(C(N)=O)c(=O)[nH]2)cc1	0
2	C/C(C=NNC(=O)CSc1nnc(-c2ccccc2)n1-c1ccc(C)cc1)=C\c1ccco1	-4
3	CCn1c(=O)n2n(c1=O)[C@]1(C=C(C)C2)CN(Cc2ccc(OC)cc2OC)C(NC(=O)c2ccccc2)=N1	1
4	COc1ccc(C(=O)N2CCCCC2c2cc(C(=O)NCc3ccc(F)cc3)no2)cc1 (stereo unspecified)	0
5	Cc1cccc(-c2cnc(C(O)c3ccc(-c4ccccc4)cc3)[nH]2)c1 (stereo unspecified)	0
6	COc1ccc(NS(=O)(=O)c2ccc(C)c(C(=O)NCc3ccccc3CN3CCCC3)c2)cc1	4
7	CC(=O)N1CCOCC1c1cc(C(=O)Nc2ccccc2)no1 (stereo unspecified)	-2
8	NC(Cc1ccc(Cl)cc1)c1csc(NC(=O)Nc2ccccc2)n1 (stereo unspecified)	11
9	Cn1c(NC(=O)c2ccc(F)cc2)c(-c2ccccn2)c(=O)c2ccccc21	0
10	COCCNC(=O)C1(C)CCCN(CCSc2ccccc2)C1 (stereo unspecified)	-1
11	CCCS(=O)(=O)NC(=O)C1(C)CCN(C(=O)c2ccccc2OC(F)(F)F)C1 (stereo unspecified)	7
12	O=C(COC(=O)CCc1c[nH]c2ccccc12)Nc1cccc(Cl)c1	-1
13	Cc1ccc(-c2csc(C(C)(O)c3ccc(F)c(F)c3)n2)cc1C (stereo unspecified)	-4
14	COc1cc2[nH]c(=O)c(C(=O)NCc3ccc(C)cc3)c(O)c2cc1OC	1
15	COc1ccccc1CNS(=O)(=O)c1c(C)cc(C)cc1C	-2
16	CN(Cc1ccccc1F)C(=O)C1C2C=CC3(CN(Cc4ccccc4)C(=O)C13)O2 (stereo unspecified)	-4
17	O=C(Nc1ccc(F)cc1)OCc1cn(Cc2ccc(F)c(F)c2)nn1	0
18	CCn1c2ccccc2c2cc(NC(=O)COC(=O)c3ccc(F)cc3Cl)ccc21	-3
19	CC(=O)Nc1ccccc1NC(=O)c1ccc2c(c1)OCO2	3
20	CCNC(=O)C1(C)CCN1CCC(=O)c1ccc(Br)cc1 (stereo unspecified)	16
21	O=C(Nc1cccc(Cl)c1)Nc1nnc([C@H]2C[C@H](O)[C@@H](CO)O2)s1	-1
22	OC(COc1ccc(OCC(O)CN2CCN(Cc3ccccc3)CC2)cc1)CN1CCN(Cc2ccccc2)CC1 (stereo unspecified)	4
23	Cc1ccccc1S(=O)(=O)N1CCCc2nc(-c3ccc(Br)cc3)ccc21	-2
24	CCOC(=O)N1CCC(NS(=O)(=O)c2ccc(NC(C)=O)c(Cl)c2)CC1	-2
25	CS(=O)(=O)Nc1cccc(NC(=O)C2Cc3c(-c4ccco4)ccnc3O2)c1 (stereo unspecified)	1
26	Cc1cccc(C)c1NC(=O)c1cc(S(=O)(=O)N2CCC3(CC2)OCCO3)ccc1F	-1
27	CC1(C)CC2(CCO1)C(Nc1ccccc1)=NC(=S)N2c1ccccc1 (stereo unspecified)	0
28	COc1ccc2c(c1)OCC1=C2CCC2(C)C(=O)CC=C12 (stereo unspecified)	5
29	COc1ccc(NC(=O)c2cc(-c3cc(F)ccc3OC(C)C)n[nH]2)c(C)c1	0
30	Cc1cn(-c2cc(NC(=O)c3ccc(C)c(Nc4nccc(-c5cccnc5)n4)c3)cc(C(F)(F)F)c2)cn1	2
31	S=C(SCc1c(Cl)cccc1Cl)N1CCSCC1	0
32	COc1ccc(Cl)cc1NC(=O)CSc1nc2[nH]ncc2c(=O)[nH]1	-2
33	O=C(O)CC1(CC(=O)Nc2ccc(Oc3cccc(C(F)(F)F)c3)nc2)CCCC1	-2
34	COc1ccc(NC(=O)C2(C)Cc3c(-c4cccc(C(F)(F)F)c4)ccnc3O2)cn1 (stereo unspecified)	-1
35	CC(C)CC(=O)N=C1SC2CS(=O)(=O)CC2N1Cc1ccccc1Cl (stereo unspecified)	0
36	CC1(C(=O)NCc2ccc3c(c2)OCO3)CCN1Cc1csc2ccccc12 (stereo unspecified)	25
37	Cc1cccc(NC(=O)C(=O)NCCCc2ccccc2)c1	6
38	CCOc1ccc(C(=O)CCC(=O)NN2CCCCC2)cc1	-2
39	CC(C)(C)c1cc2nc(NCCc3ccc(S(N)(=O)=O)cc3)ccn2n1	3
40	O=C(CSc1nnc(-c2ccccn2)n1-c1ccccc1)Nc1ccc2c(c1)OCCO2	-2

# Structural class: those above with two or more sulfur atoms.
cpd	smiles	NSD2 HMT inh
31	S=C(SCc1c(Cl)cccc1Cl)N1CCSCC1	0
35	CC(C)CC(=O)N=C1SC2CS(=O)(=O)CC2N1Cc1ccccc1Cl (stereo unspecified)	0

# Next results follow.
cpd	smiles	NSD2 HMT inh
41	S=C(SCc1nc(-c2ccc(Cl)cc2)no1)N1CCSCC1	0
42	CC(C)c1nc2c(c(=O)c3ccccc3n2C)c(=O)n1CCc1ccccc1	3
43	O=S(=O)(Cc1ccccc1)C(c1ccccc1)S(=O)(=O)Cc1ccccc1	-2
44	COc1ccc(C(CNC(=O)c2ccc(-c3ccccc3Cl)o2)N2CCCC2)cc1 (stereo unspecified)	3
45	CCn1c2ccccc2c2cc(NC(=O)CSc3nnc(-c4ccccc4)n3-c3ccc(C)cc3)ccc21	1
46	CC(N)c1csc(Nc2ccc(S(C)(=O)=O)cc2)n1 (stereo unspecified)	8
47	CCN(CC)S(=O)(=O)c1ccc(N2CCOCC2)c(NS(=O)(=O)c2ccc(Cl)s2)c1	0
48	CCOC(=O)c1cnc(-n2nc(C)cc2C)nc1Oc1ccc(C(=O)OC)cc1	-1
49	CCOC(=O)c1csc(NC(=O)C2CCCN(S(=O)(=O)c3ccc(Cl)s3)C2)n1 (stereo unspecified)	2
50	COc1ccc(CC(N)c2csc(NC(=O)C(c3ccccc3)c3ccccc3)n2)cc1 (stereo unspecified)	-2
51	O=C(NCCc1c[nH]c2ccccc12)OCc1cn(Cc2cc(F)ccc2F)nn1	1
52	O=C(Nc1ccccc1)n1ccc(-c2ccc(-n3ccnc3)cc2)n1	0
53	COc1ccc(Oc2nc(-c3ccccn3)nc3ccccc23)cc1	-1
54	Nc1[nH]c(C(=O)c2ccc(Br)cc2)c(-c2ccc(Cl)cc2)c1C(=O)NCCc1c[nH]c2ccccc12	-1
55	CCCC(=O)N1CCCC1(C)C(=O)Nc1cc(OC)ccc1OC (stereo unspecified)	1
56	Cc1cccc(-c2cnc(C(O)c3cc(C)cc(C)c3)[nH]2)c1 (stereo unspecified)	16
57	CC(C)CN(C(=O)COC(=O)c1cccs1)c1c(N)n(Cc2ccccc2)c(=O)[nH]c1=O	-3
58	O=C(NCC1CC1)C1Cc2c(-c3cccc(F)c3)ccnc2O1 (stereo unspecified)	-3
59	CCOC(=O)C1(C)CCN1C(=O)c1ccc(C(=O)OC)cc1 (stereo unspecified)	16
60	COc1ccccc1NC(=O)C1CC(C(C)C)OC1=O (stereo unspecified)	-8

# 5 entries from above, ordered by molecular weight, low to high:
cpd	smiles	NSD2 HMT inh
60	COc1ccccc1NC(=O)C1CC(C(C)C)OC1=O (stereo unspecified)	-8
56	Cc1cccc(-c2cnc(C(O)c3cc(C)cc(C)c3)[nH]2)c1 (stereo unspecified)	16
58	O=C(NCC1CC1)C1Cc2c(-c3cccc(F)c3)ccnc2O1 (stereo unspecified)	-3
52	O=C(Nc1ccccc1)n1ccc(-c2ccc(-n3ccnc3)cc2)n1	0
57	CC(C)CN(C(=O)COC(=O)c1cccs1)c1c(N)n(Cc2ccccc2)c(=O)[nH]c1=O	-3

# The results go on.
cpd	smiles	NSD2 HMT inh
61	O=C(CCNC(=O)N1CC(=O)Nc2ccccc21)NCCc1ccc(Cl)cc1	-4
62	Cc1nn(-c2ccccc2)c(NC(=O)C(C)C)c(-c2ccccc2)c1=O	37
63	Cc1nc2ccc(C(=O)N3CCN(C(=O)C(Cl)Cl)CC3)cc2n1C1CCCC1	0
64	CCCCNc1nc2ccccc2n1CC(=O)Nc1ccc2c(c1)OCCO2	-1
65	CCc1nc2c(OCc3ccc(C(=O)N(C)C)cc3)cccn2c1N(C=O)Cc1ccccc1	1
66	COc1cc2c(=O)n(Cc3ccccc3)c(=O)n(CC(=O)C(C)(C)C)c2cc1OC	2
67	CC(=O)c1cccc(-c2ccnc3c2CC(C(=O)Nc2ccccc2)O3)c1 (stereo unspecified)	-1
68	Cn1c(CNC(=O)c2ccccc2F)nnc1SCc1nc2ccccc2c(=O)[nH]1	-3
69	CCNc1nc(NC(C)C)nc(N(C#N)C(C)C(=O)N(CC)CC)n1 (stereo unspecified)	-1
70	O=C(Nc1cccc(C(=O)O)c1)/C(=C\c1ccccc1)NC(=O)c1ccco1	18
71	Cn1c(=O)c2cc(NC(=O)Nc3cccnc3)ccc2n1Cc1cccc(C(F)(F)F)c1	-2
72	O=C(OCC#CCSc1nnc(-c2cccc3ccccc23)o1)c1ccc(OC(F)(F)F)cc1	-3
73	O=S1(=O)CCN(C2CC2)CC1	-4
74	CCOc1ccccc1NC(=O)C1C(c2ccccc2)C1(Cl)Cl (stereo unspecified)	-1
75	OC(c1ccccc1)C(NCc1ccccc1)c1ccccc1 (stereo unspecified)	-1
76	CCCCC1CCC(C(=O)N(CCC(C)C)c2c(N)n(CCCC)c(=O)[nH]c2=O)CC1 (stereo unspecified)	-2
77	Cc1ccccc1/C(=N\S(=O)(=O)c1ccc(Br)cc1)Nc1ccccc1	-2
78	CC(=O)c1cccc(NC(=O)C2Cc3c(-c4ccc5c(c4)OCO5)ccnc3O2)c1 (stereo unspecified)	-3
79	COCCNc1ncnc2c1ncn2[C@H]1CN(Cc2ccc3c(c2)OCO3)C[C@@H](CO)O1	1
80	O=C(c1ccc(F)cc1)C1CCN(c2ncnc3sccc23)CC1	-2

# Single values from above:
# O=C(OCC#CCSc1nnc(-c2cccc3ccccc23)o1)c1ccc(OC(F)(F)F)cc1 in NSD2 HMT inh is listed with -3
# Cc1ccccc1/C(=N\S(=O)(=O)c1ccc(Br)cc1)Nc1ccccc1 in NSD2 HMT inh is listed with -2
# O=S1(=O)CCN(C2CC2)CC1 in NSD2 HMT inh is listed with -4
# OC(c1ccccc1)C(NCc1ccccc1)c1ccccc1 (stereo unspecified) in NSD2 HMT inh is listed with -1
# CCOc1ccccc1NC(=O)C1C(c2ccccc2)C1(Cl)Cl (stereo unspecified) in NSD2 HMT inh is listed with -1
# CCCCC1CCC(C(=O)N(CCC(C)C)c2c(N)n(CCCC)c(=O)[nH]c2=O)CC1 (stereo unspecified) in NSD2 HMT inh is listed with -2

# More structures:
cpd	smiles	NSD2 HMT inh
81	CC(=O)c1ccc(OC2(C)CCN(Cc3cc4ccccc4[nH]3)C2)cc1 (stereo unspecified)	3
82	Cc1cccc(-c2cccc3nccn23)c1	4
83	CN(CCc1ccccn1)C(=O)Cn1nc(-c2ccccc2)ccc1=O	23
84	COc1ccc(C)cc1NC(=O)NC1CC(=O)N(c2ccc3c(c2)OCCO3)C1 (stereo unspecified)	8
85	O=C(NCC1CCCCC1)c1ccc2nc([C@H]3C[C@H](O)[C@@H](CO)O3)[nH]c2c1	-3
86	CCCNC(=O)c1cc(C2CCCCN2C(=O)c2ccc(OC)cc2)on1 (stereo unspecified)	-1
87	Cc1cccc(Nc2nc(N)nc(CC(=O)CSc3ccc(Cl)cc3)n2)c1	-2
88	O=C(Nc1ccc(Cl)c(C(F)(F)F)c1)NC1CC2CCCC(C1)N2Cc1ccccc1 (stereo unspecified)	0
89	CCn1c(SCC(=O)Nc2ccc(C(C)C)cc2)nnc1-c1ccc(C(C)(C)C)cc1	-1
90	COc1c(C)cc(C(O)c2ncc(-c3ccccc3C(F)(F)F)[nH]2)cc1C (stereo unspecified)	4
91	CC(O)(c1cccnc1)c1nc(-c2ccc3ccccc3c2)cs1 (stereo unspecified)	15
92	COc1ccc(S(=O)(=O)N2CCCC2CNC(=O)C(=O)NC2CCCC2)cc1 (stereo unspecified)	8
93	CCCC[C@@H]1CNC(=O)C(=O)N1CCc1cccc(F)c1	1
94	CCc1sc(C(=O)N(CCOC)c2c(N)n(Cc3ccccc3)c(=O)[nH]c2=O)cc1C	5
95	CC(=O)NC(c1ccccc1)c1nc(-c2ccccc2)cs1 (stereo unspecified)	0
96	COc1ccc(-c2cc(-c3nnc4sc(Cc5cccs5)nn34)[nH]n2)cc1	7
97	CCCS(=O)(=O)NC(=O)C1(C)CCCN(C(=O)COc2ccccc2)C1 (stereo unspecified)	6
98	CN(Cc1ccccc1F)C(=O)C1CCCN(c2ncccn2)C1 (stereo unspecified)	-6
99	Cc1cc(NC(=O)c2ccc(NS(=O)(=O)c3ccccc3F)cc2)no1	-1
100	CC(=O)Nc1ccc(S(=O)(=O)CC(=O)CS(=O)(=O)c2ccc(NC(C)=O)cc2)cc1	0
101	COc1cc2c(=O)n(C)c3ccccc3c2cc1OC	-1
102	CC(C)Nc1nc(-c2ccccc2F)c2sc(-c3ccccc3)cc2n1	-2
103	Cc1cc(SCC(=O)N2c3ccccc3NC(=O)CC2C)nc2ccccc12 (stereo unspecified)	-1
104	CC(=O)Nc1cccc(-c2csc(C(O)c3cccc(Cl)c3)n2)c1 (stereo unspecified)	-2
105	Cc1ccc(C(=O)NC(=S)NCc2ccccc2)cc1Br	2
106	COc1ccc(/C=C/C(=O)Nc2ccc(C(C)=O)cc2)cc1S(=O)(=O)N1CCOCC1	-1
107	Cc1ccc(S(=O)(=O)N2CCCCC2)cc1NC(=O)c1ccc2c(=O)n3c(nc2c1)CCCCC3	1
108	CC1(C(=O)NS(C)(=O)=O)CCN1C(=O)CC(c1ccccc1)c1ccccc1 (stereo unspecified)	0
109	Cc1ccccc1C(=O)NCC(=O)OCC(=O)NNC(=O)c1ccccc1F	-4
110	COc1ccc(C(N)c2csc(Nc3ccc(S(C)(=O)=O)cc3)n2)cc1 (stereo unspecified)	1
111	CCc1nc2c(OCc3ccc(Cl)cc3)cccn2c1N(C)C(=O)c1ccncc1	1
112	Cc1c(C(=O)O)c(C(=O)O)nc2ccc(N3CCOCC3)cc12	11
113	Cc1ccc(CSc2nnc(-c3n[nH]c4c3CCC4)n2N)cc1	5
114	Cc1oc(-c2ccc(Cl)cc2)cc1C(=O)N1CCC1(C)C(=O)O (stereo unspecified)	2
115	Cc1ccc2c(c1)c1ncnc(N3CCc4ccccc4C3)c1n2C	-1
116	CN=C1S/C(=C\c2cccc(Cl)c2Cl)C(=O)N1C	1
117	COc1ccc2cc(/C=N/NC(=O)CN3CCOCC3)c(Cl)nc2c1	0
